From PubChem
TDP1 cell CPT – qHTS for Inhibitors of human tyrosyl-DNA phosphodiesterase 1 (TDP1): qHTS in cells in presence of CPT; AID 686979, 2013; chicken DT40 Tdp1-/-;hTDP1 cells + 20 nM CPT, ATP luminescence, 48 h; hit rate 12% among 420,000; Potency, µM (series often up to 46.2 µM), for the others: at the highest dose activity change, negative = growth inhibition, most hits filed as inhibitors; also: nearly all actives have a fitted effect of over 55% in size
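Cell growth measured by CellTiter-Glo luminescence after a minimum 48 h, 37 C compound exposure with 20 nM CPT in Tdp1-knockout DT40 cells stably expressing hTDP1, seeded 400/well; qHTS titration format.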
TDP1 block – qHTS Assay for Inhibitors of Tyrosyl-DNA Phosphodiesterase (TDP1) | AID 485290, 2010 | Potency, µM (titrated, usually from 130 µM), for the others: at the highest dose activity change, negative = inhibition, most hits filed as inhibitors | recombinant TDP1, AlphaScreen DNA substrate cleavage | Tyrosyl-DNA phosphodiesterase 1 (Homo sapiens), Q9NUW8 | hit rate 0.28% among 350,000; also: nearly all actives have a fitted effect of over 40% in size
Target sequence (Q9NUW8 whole entry, looked up): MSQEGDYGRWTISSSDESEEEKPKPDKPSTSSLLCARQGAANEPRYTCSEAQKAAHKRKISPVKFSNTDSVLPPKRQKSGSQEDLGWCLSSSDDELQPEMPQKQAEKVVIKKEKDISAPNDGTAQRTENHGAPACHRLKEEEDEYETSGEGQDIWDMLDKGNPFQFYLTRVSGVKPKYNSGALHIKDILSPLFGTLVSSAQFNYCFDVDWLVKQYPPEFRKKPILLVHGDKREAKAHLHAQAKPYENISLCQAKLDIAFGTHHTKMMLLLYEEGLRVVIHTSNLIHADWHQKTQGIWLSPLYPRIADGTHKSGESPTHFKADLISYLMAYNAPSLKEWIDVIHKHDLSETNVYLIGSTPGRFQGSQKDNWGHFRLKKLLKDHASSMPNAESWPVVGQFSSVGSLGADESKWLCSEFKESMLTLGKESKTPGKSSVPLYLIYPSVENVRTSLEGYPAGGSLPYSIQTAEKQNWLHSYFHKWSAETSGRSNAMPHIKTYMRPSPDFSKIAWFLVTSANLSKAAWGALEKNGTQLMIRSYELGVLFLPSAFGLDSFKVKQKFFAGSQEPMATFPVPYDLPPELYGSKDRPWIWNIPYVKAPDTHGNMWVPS
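Recombinant E. coli-expressed Tdp1 (1 nM) preincubated with compound 15 min at RT, then 5'-biotin/3'-phosphotyrosine-FITC DNA substrate (15 nM) added for 5 min. AlphaScreen beads (10 ug/ml) added, 10 min RT; tyrosine-FITC cleavage read as signal loss.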
DT40 TDP1 no CPT – qHTS for Inhibitors of human tyrosyl-DNA phosphodiesterase 1 (TDP1): qHTS in cells in absence of CPT; DT40 Tdp1-/- hTDP1 cells, no CPT, ATP luminescence, 48 h; Potency, µM (highest dose often 46.2 µM), without a hit: top-dose activity change, negative = growth inhibition, usual class: inhibitors; hit rate 15% among 420,000; also: nearly all actives have a fitted effect of over 55% in size
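Camptothecin absent (DMSO only). Human TDP1-complemented DT40 knockout cells, 400 cells/well, 37 °C for minimum 48 hr; ATP measured via CellTiter-Glo, 30 min dark incubation, luminescence.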
Active calls of the source: *; [ ] = dose if it differs, or a comment. Calls follow the shape of the dose curve; as a rule, active = well fitted curve in the direction sought with a large enough effect; inconclusive = small, poorly fitted or top-dose-only effect, or another doubt; inactive = no such curve, though single readings can be large; an effect the other way counts as inactive or inconclusive. % is scaled to controls: 0 for no effect and ±100 for the full control effect; potency is read from the fitted curve at half-maximal effect.

What do the screens show for `CCOC(=O)CNC(=O)N1CCCC(CNS(=O)(=O)c2cccs2)C1` (stereo not given)?
TDP1 cell CPT: -1%; TDP1 block: 1%; DT40 TDP1 no CPT: 17%

Results for CCOCCCNC(=O)C(c1ccc(Cl)cc1)N(Cc1ccc2c(c1)OCO2)C(=O)c1ccc(NC(C)=O)cc1 (stereo not given) ?
TDP1 cell CPT: inconclusive; TDP1 block: 6%; DT40 TDP1 no CPT: inconclusive

What do the screens show for `O=C(NC1CC1)C1CCN(c2ncnc3c2sc2cccc(F)c23)CC1`?
TDP1 cell CPT: 23µM*; TDP1 block: 4%; DT40 TDP1 no CPT: 16µM*

How did Cc1ccc(C(=O)Nc2cccc(-c3nc(CNC(=O)C4CCCCC4)c(C)o3)c2)s1 do in these assays?
TDP1 cell CPT: 1%; DT40 TDP1 no CPT: -14%

Results for CCSCCOC(=O)C1=C(C)N(C)C(=O)NC1c1ccc2c(c1)OCO2 (stereo not given) ?
TDP1 cell CPT: -14%; DT40 TDP1 no CPT: -12%

Results for CNc1cc(-c2ccc(O)cc2C)ncn1 ?
TDP1 cell CPT: -8%; DT40 TDP1 no CPT: -27%

Results for COc1ccc2nc(N=NC3=C(O)CC(C)(C)CC3=O)sc2c1 ?
TDP1 cell CPT: 5.2µM*; TDP1 block: 10%; DT40 TDP1 no CPT: 5.8µM*

How did O=C(O)/C=C/c1ccc2ccccc2n1 do in these assays?
TDP1 cell CPT: inconclusive; TDP1 block: 2%; DT40 TDP1 no CPT: -27%

Results for Cc1ccc(N(CC(=O)NCCc2ccccc2)S(=O)(=O)c2c(C)noc2C)cc1 ?
TDP1 cell CPT: inconclusive; TDP1 block: 2%; DT40 TDP1 no CPT: inconclusive

Results for COc1ccc(N(C)C(=O)CC2(CC(=O)O)CCCCC2)cc1 ?
TDP1 cell CPT: -2%; TDP1 block: -3%; DT40 TDP1 no CPT: -11%

How did CCn1c(SC2CCOC2=O)nnc1-c1ccc(Cl)cc1 (stereo not given) do in these assays?
TDP1 cell CPT: -7%; TDP1 block: -6%; DT40 TDP1 no CPT: 1%

What do the screens show for `Cc1cccc(OCC(=O)OCC(=O)c2c(N)n(C)c(=O)n(C)c2=O)c1C`?
TDP1 cell CPT: -18%; TDP1 block: 3%; DT40 TDP1 no CPT: -15%

Results for CCOc1ccc(-n2c(SCC(=O)Nc3nccs3)nc3c(c2=O)SCC3)cc1 ?
TDP1 cell CPT: -15%; TDP1 block: 1%; DT40 TDP1 no CPT: 0%

What do the screens show for `Cc1csc(N2C(=O)C3C4CCC(O4)C3C2=O)n1` (stereo not given)?
TDP1 cell CPT: 7%; DT40 TDP1 no CPT: -8%

What do the screens show for `COCCCN=C1NN=C(c2cc(C)n(-c3ccccc3)c2C)CS1`?
TDP1 cell CPT: inconclusive; TDP1 block: 0%; DT40 TDP1 no CPT: 16µM*

Results for CCC(C)NCCOc1ccc(C)cc1[N+](=O)[O-] (stereo not given) ?
TDP1 cell CPT: 0%; DT40 TDP1 no CPT: -21%

Results for CCC(=O)NC(C)C(c1cccs1)N1CCOCC1 (stereo not given) ?
TDP1 cell CPT: -32%; DT40 TDP1 no CPT: -28%

How did O=C(CCc1nnc(COc2ccccc2)o1)NCc1ccccc1C(F)(F)F do in these assays?
TDP1 cell CPT: -4%; TDP1 block: 0%; DT40 TDP1 no CPT: 0%

Results for COc1ccccc1N(CC(=O)NCCSCc1ccccc1Cl)S(C)(=O)=O ?
TDP1 cell CPT: inconclusive; DT40 TDP1 no CPT: inconclusive

What do the screens show for `CCOc1ccccc1NC(=O)C(=O)N/N=C/c1cc(Br)ccc1O`?
TDP1 cell CPT: inconclusive; TDP1 block: 0%; DT40 TDP1 no CPT: 10µM*

The last 7 records of the section above lead into the next.
What do the screens show for `Cc1csc(N2C(=O)C3C4CCC(O4)C3C2=O)n1` (stereo not given)?
TDP1 cell CPT: 7%; DT40 TDP1 no CPT: -8%

What do the screens show for `COCCCN=C1NN=C(c2cc(C)n(-c3ccccc3)c2C)CS1`?
TDP1 cell CPT: inconclusive; TDP1 block: 0%; DT40 TDP1 no CPT: 16µM*

Results for CCC(C)NCCOc1ccc(C)cc1[N+](=O)[O-] (stereo not given) ?
TDP1 cell CPT: 0%; DT40 TDP1 no CPT: -21%

Results for CCC(=O)NC(C)C(c1cccs1)N1CCOCC1 (stereo not given) ?
TDP1 cell CPT: -32%; DT40 TDP1 no CPT: -28%

How did O=C(CCc1nnc(COc2ccccc2)o1)NCc1ccccc1C(F)(F)F do in these assays?
TDP1 cell CPT: -4%; TDP1 block: 0%; DT40 TDP1 no CPT: 0%

Results for COc1ccccc1N(CC(=O)NCCSCc1ccccc1Cl)S(C)(=O)=O ?
TDP1 cell CPT: inconclusive; DT40 TDP1 no CPT: inconclusive

What do the screens show for `CCOc1ccccc1NC(=O)C(=O)N/N=C/c1cc(Br)ccc1O`?
TDP1 cell CPT: inconclusive; TDP1 block: 0%; DT40 TDP1 no CPT: 10µM*

Results for O=C(Cn1nnc(-c2ccc(Cl)cc2)n1)NC1CCN(Cc2ccccc2)CC1 ?
TDP1 cell CPT: inconclusive; TDP1 block: 0%; DT40 TDP1 no CPT: inconclusive

How did CC(=O)N1CCc2cc(S(=O)(=O)NC(Cc3ccccc3)C(=O)NCc3ccccc3)ccc21 (stereo not given) do in these assays?
TDP1 cell CPT: 1%; TDP1 block: 0%; DT40 TDP1 no CPT: 7%

Results for COC(=O)c1c(-n2cnnn2)sc(C)c1C ?
TDP1 cell CPT: 10%; TDP1 block: 5%; DT40 TDP1 no CPT: 0%

Results for O=C(Cc1ccc(OCc2ccccc2)cc1)NCc1ccc2c(c1)OCO2 ?
TDP1 cell CPT: inconclusive; DT40 TDP1 no CPT: 7.3µM*

What do the screens show for `CCN(CC)c1ccc(/C=C/c2cc(Cl)nc3ccccc23)cc1`?
TDP1 cell CPT: inconclusive; DT40 TDP1 no CPT: 16µM*

What do the screens show for `O=P(COCCOCP(=O)(c1ccccc1)c1ccccc1)(c1ccccc1)c1ccccc1`?
TDP1 cell CPT: 0%; TDP1 block: 2%; DT40 TDP1 no CPT: -19%

How did O=C(CSCc1c(Cl)cccc1Cl)NCc1ccco1 do in these assays?
TDP1 cell CPT: -29%; TDP1 block: 5%; DT40 TDP1 no CPT: inconclusive

Results for COC(=O)c1c(NC(=O)CN2C(=O)NC3(CCCCC3C)C2=O)sc2c1CCC2 (stereo not given) ?
TDP1 cell CPT: inconclusive; TDP1 block: -1%; DT40 TDP1 no CPT: inconclusive

Results for CCOC(=O)c1cnc(N)nc1C(F)(F)F ?
TDP1 cell CPT: -1%; TDP1 block: 0%; DT40 TDP1 no CPT: 8%

How did CCOc1cc(N2CCOCC2)c(OCC)cc1NC(=O)c1[nH]c(C)c(C(C)=O)c1C do in these assays?
TDP1 cell CPT: 8.2µM*; TDP1 block: -6%; DT40 TDP1 no CPT: 5.8µM*

What do the screens show for `O=C(CNC(=O)c1ccccc1O)N/N=C/c1ccccn1`?
TDP1 cell CPT: -6%; TDP1 block: 3%; DT40 TDP1 no CPT: -15%

Results for CC(C)(C)C(=O)NN=C1CCC(c2ccccc2)CC1 (stereo not given) ?
TDP1 cell CPT: -42%; TDP1 block: 2%; DT40 TDP1 no CPT: 8%

How did COc1ccc(NC(=O)C2CC(c3c(F)cccc3Cl)=NO2)cc1 (stereo not given) do in these assays?
TDP1 cell CPT: -17%; DT40 TDP1 no CPT: inconclusive

What do the screens show for `CCOC(=O)C1=C(C)Nc2ccccc2N/C1=N\S(=O)(=O)c1ccc(Cl)cc1`?
TDP1 cell CPT: inconclusive; TDP1 block: 1%; DT40 TDP1 no CPT: inconclusive

Results for O=C(C[n+]1cc(-c2ccc(Cl)cc2)n2c1CCCCC2)c1ccccc1 ?
TDP1 cell CPT: 6.5µM*; TDP1 block: 1%; DT40 TDP1 no CPT: 6.5µM*

Results for Cc1c(-n2cc(C(=O)c3cc(F)ccc3O)cc(C#N)c2=O)c(=O)n(-c2ccccc2)n1C ?
TDP1 cell CPT: 4%; TDP1 block: 9%; DT40 TDP1 no CPT: -10%

Results for O=C(O)C1CCCCC1C(=O)NCCCn1ccnc1 (stereo not given) ?
TDP1 cell CPT: -4%; TDP1 block: -2%; DT40 TDP1 no CPT: -9%

How did O=C(NCCOc1ccc(Cl)cc1)C(=O)NCC1CCCO1 (stereo not given) do in these assays?
TDP1 cell CPT: 9%; DT40 TDP1 no CPT: -24%

How did COC(=O)C1=C(N)Oc2cc(C)n(CCCn3ccnc3)c(=O)c2C1c1cccc(Cl)c1 (stereo not given) do in these assays?
TDP1 cell CPT: -9%; TDP1 block: 3%; DT40 TDP1 no CPT: -6%

What do the screens show for `CCC(Sc1nc(-c2ccccc2)c(C#N)c(=O)[nH]1)C(=O)Nc1nnc(C)s1` (stereo not given)?
TDP1 cell CPT: -6%; TDP1 block: 0%; DT40 TDP1 no CPT: 5%

What do the screens show for `Cc1c(NC(=O)CSc2n[nH]c(-c3ccccc3)n2)c(=O)n(-c2ccccc2)n1C`?
TDP1 cell CPT: 5%; TDP1 block: -1%; DT40 TDP1 no CPT: 1%

What do the screens show for `O=C(c1ccco1)N(Cc1ccccc1)c1cccc([N+](=O)[O-])c1`?
TDP1 cell CPT: 1%; TDP1 block: -4%; DT40 TDP1 no CPT: -18%

Results for Cc1ccc(S(=O)(=O)Nc2cc3c(cc2C)n(C)c(=O)c(=O)n3C)c(C)c1 ?
TDP1 cell CPT: -29%; TDP1 block: 1%; DT40 TDP1 no CPT: inconclusive

How did C=C1C=C(C)n2ncc(C(=O)Nc3cccc(C(=O)Nc4cccc(C(F)(F)F)c4)c3)c2N1 do in these assays?
TDP1 cell CPT: inconclusive; DT40 TDP1 no CPT: inconclusive

What do the screens show for `CCOC(=O)C1CCN(C(=O)C2(NC(=O)Nc3ccccc3C)CCCCC2)CC1`?
TDP1 cell CPT: 1%; TDP1 block: -3%; DT40 TDP1 no CPT: -11%

How did COc1ccc(NC(=O)CN(C)C(=O)c2cn(-c3ccccc3)nc2-c2ccc(OC)cc2)cc1 do in these assays?
TDP1 cell CPT: inconclusive; TDP1 block: 3%; DT40 TDP1 no CPT: inconclusive

What do the screens show for `CCOc1ccc(C(CC(=O)O)NC(=O)COc2ccc3ccccc3c2)cc1OC` (stereo not given)?
TDP1 cell CPT: -5%; DT40 TDP1 no CPT: -1%

Results for CCN(CC)S(=O)(=O)c1ccc(Cl)c(NC(=O)COC(=O)c2c(C)noc2C)c1 ?
TDP1 cell CPT: inconclusive; TDP1 block: 5%; DT40 TDP1 no CPT: 21µM*

What do the screens show for `CC(C)(C)NS(=O)(=O)c1ccc(NS(=O)(=O)c2ccc(F)cc2)cc1`?
TDP1 cell CPT: 1%; TDP1 block: 2%; DT40 TDP1 no CPT: -8%

What do the screens show for `CC(C)C(NC(=O)c1ccccc1)C(=O)NC1=NCCS1` (stereo not given)?
TDP1 cell CPT: -13%; TDP1 block: 6%; DT40 TDP1 no CPT: -2%

Results for Cc1ccc2c(CN3CCN(Cc4ccccc4)CC3)cc(=O)oc2c1C ?
TDP1 cell CPT: inconclusive; DT40 TDP1 no CPT: 18µM*

Results for C/C(Nc1ccc2oc(=O)ccc2c1)=C1/C(=O)CC2[C@@H]1C2(C)C (stereo not given in full) ?
TDP1 cell CPT: 6%[9.04 µM]; TDP1 block: 11%; DT40 TDP1 no CPT: -13%[9.04 µM]

What do the screens show for `O=C(NCC12CC3CC(CC(C3)C1)C2)c1nn2cccnc2c1Cl`?
TDP1 cell CPT: -15%; TDP1 block: -4%; DT40 TDP1 no CPT: -21%

How did COC(=O)c1cn(NC(=O)/C=C/c2cc(OC)ccc2OC)c(=O)c2ccccc12 do in these assays?
TDP1 cell CPT: -3%; TDP1 block: 0%; DT40 TDP1 no CPT: inconclusive

Results for CCCCN(C(=O)CSc1nnnn1C)c1c(N)n(Cc2ccccc2)c(=O)[nH]c1=O ?
TDP1 cell CPT: 2%; TDP1 block: 3%; DT40 TDP1 no CPT: 0%

What do the screens show for `O=C(COc1ccccc1)Nc1ccc(N2CCCCC2)cc1`?
TDP1 cell CPT: -20%; TDP1 block: -4%; DT40 TDP1 no CPT: -25%

How did Cc1cccc(OCC(=O)Nc2ccc(N3CCN(S(C)(=O)=O)CC3)cc2)c1 do in these assays?
TDP1 cell CPT: -22%; TDP1 block: 6%; DT40 TDP1 no CPT: inconclusive

Results for CCOc1ccc(OCC(=O)Nc2ccc(S(N)(=O)=O)cc2)cc1 ?
TDP1 cell CPT: 0%; TDP1 block: 1%; DT40 TDP1 no CPT: -8%

Rows are unselected; about 18% have a hit in one of these screens.
